MBNL1-CUG inh – MBNL1-poly(CUG) RNA binding inhibition; Q9NR56; TR-FRET MBNL1-His/biotin-(CUG)12 binding, 665/545 ratio; Potency, µM (top dose mostly 57.5 µM), without a hit: at the top dose activity change, negative = inhibition, actives largely listed as inhibitors; 0.036% of 280,000 active; AID 2675; active = well fitted inhibition curve with a large enough effect in the signal ratio, with a control signal flat, not every such curve was filed as active; inconclusive = small, poorly fitted or top-dose-only effect, or effect the other way, or a change in a side signal; inactive = no such curve, though single readings can be large or run the other way; the % refers to the signal ratio; note: potency is the fitted concentration of half-maximal effect; % is set by controls: 0 for no effect and ±100 for the full control effect
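TR-FRET between His-tagged MBNL1 and biotin-(CUG)12 RNA, detected with Tb anti-His antibody (0.055 ng/ul) and streptavidin-XL665 (5 nM), 60 min at room temperature. Compounds titrated 92 nM to 58 uM; 665/545 nm ratio normalized to buffer and complex controls.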
GALK inh – inhibitors of human galactokinase | P51570 | Purified GALK, Kinase-Glo residual ATP luminescence | Potency, µM (titrated, usually from 57.5 µM), for the others: at the highest dose activity change, negative = inhibition, usual class: inhibitors | 0.007% of 270,000 active; note: potency is the fitted concentration of half-maximal effect; % is set by controls: 0 for no effect and ±100 for the full control effect
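Compounds were pin-transferred into ATP buffer (35 uM final), then GALK plus galactose (5 nM, 100 uM final) was added. After 1 h at room temperature, Kinase-Glo Plus was added and luminescence read after 10 min.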
TSHR antagonist – antagonists of human thyroid stimulating hormone receptor; TSHR-expressing cells, TSH-stimulated cAMP HTRF, 2 h; active compounds read low; 0.2% of 330,000 active; activity change, negative = inhibition, % at 11.5 µM; P16473;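 active = activity change below a set negative limit, meaning inhibition stronger than a set level, cut at about -70% in these data; inconclusive = activity change between two set negative limits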; note: % is set by controls: 0 for no effect and ±100 for the full control effect
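Read-out is FRET at 665 nm (cryptate excitation 337 nm) from a cryptate-tagged anti-cAMP antibody, competed by cell cAMP against cAMP-d2. Compounds are tested on freshly harvested TSHR cells challenged with 4nM TSH (EC80) for 2 hours at 37 deg C.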
Eya2 phos inh – blocks the phosphatase activity of human Eya2; O00167; recombinant Eya2, OMFP fluorescence dephosphorylation (OMFP is methylfluorescein phosphate); Potency, µM (titrated, usually from 76.9 µM), inactives show at the highest dose activity, negative = inhibition, actives largely listed as inhibitors; 0.006% of 330,000 active; note: potency is the fitted concentration of half-maximal effect; % is set by controls: 0 for no effect and ±100 for the full control effect
Target sequence (O00167 whole entry, looked up): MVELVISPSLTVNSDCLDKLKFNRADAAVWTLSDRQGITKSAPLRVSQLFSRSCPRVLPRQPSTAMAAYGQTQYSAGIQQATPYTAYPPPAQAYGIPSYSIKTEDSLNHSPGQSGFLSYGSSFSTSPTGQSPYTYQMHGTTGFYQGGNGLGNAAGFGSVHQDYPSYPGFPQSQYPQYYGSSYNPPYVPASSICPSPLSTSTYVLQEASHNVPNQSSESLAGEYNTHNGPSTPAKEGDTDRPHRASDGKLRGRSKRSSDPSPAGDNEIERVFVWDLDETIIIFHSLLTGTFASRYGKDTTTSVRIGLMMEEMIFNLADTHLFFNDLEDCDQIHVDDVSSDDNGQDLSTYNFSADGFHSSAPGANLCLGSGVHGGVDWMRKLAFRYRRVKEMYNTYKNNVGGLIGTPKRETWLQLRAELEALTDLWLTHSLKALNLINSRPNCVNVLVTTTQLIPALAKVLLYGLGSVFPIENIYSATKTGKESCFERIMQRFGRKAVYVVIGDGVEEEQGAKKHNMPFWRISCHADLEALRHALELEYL
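Eya2 protein (added as 0.2 uM solution) was preincubated with compound for 10 min at ambient temperature in 50 mM HEPES pH 7.5, 50 mM NaCl, 5 uM MgCl2, 0.05% BSA, 1 mM DTT. OMFP (added at 50 uM) then reacted 10 min; fluorescence read at 485/525 nm.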
Menin-MLL TR inh – displaces Texas Red mutant MLL peptide from human menin; Menin + Texas Red MLL mutant peptide, fluorescence polarization; Potency, µM (titrated, usually from 61.6 µM), for inactives: at the highest dose FP activity change, negative = inhibition, hits mostly inhibitors; 0.23% of 270,000 active; AID 1768; active = well fitted inhibition curve with a large enough effect in the polarisation, with a control signal flat, not every such curve was filed as active; inconclusive = small, poorly fitted or top-dose-only effect, or effect the other way, or a change in a side signal; inactive = no such curve, though single readings can be large or run the other way; the % refers to the polarisation; note: potency is the fitted concentration of half-maximal effect; % of control where 0% means no effect; many of its hits are not listed in these tables
BCR signal inh – blocks chronic active B-cell receptor signaling; ABC-DLBCL IkBa-CBG/CBR reporter, luminescence ratio, 4 h; Potency, µM (doses to about 46.1 µM), without a hit: top-dose ratio change, negative = lower green/red ratio, most hits filed as inhibitors; 0.05% of 340,000 active; AID 493014; active = well fitted inhibition curve with a large enough effect in the signal ratio, with a control signal flat, not every such curve was filed as active; inconclusive = small, poorly fitted or top-dose-only effect, or effect the other way, or a change in a side signal; the % refers to the signal ratio;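 note: potency is the fitted concentration of half-maximal effect; plate controls were basal doxycycline-induced cells for no effect and cells given 10 µM MG132 for full effect; MG132 reads +100%, hits lower the ratio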
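Concentration-response series (up to 46 uM) were applied to TMD8 dual-reporter cells for 4 h at 37C with doxycycline. Green/red ratio, after filter-overlap correction, defined %Activity; red signal alone was normalised to basal cells and zero luminescence.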
Mito fusion yeast – mitochondrial division inhibition or fusion activation | S. cerevisiae fusion-defective mutant growth rescue, CellTiterGlo 48 h | Potency, µM (top dose mostly 46.1 µM), for the others: at the top dose growth rescue (activation), hits mostly activators | 0.23% of 320,000 active | AID 485298;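 note: potency is the fitted concentration of half-maximal effect; % of control where 0% means no effect; nearly all actives have a fitted effect of over 45% in size; temperature-sensitive fusion mutants such as fzo1-1 at 37 °C on non-fermentable ethanol glycerol medium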
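Temperature-sensitive fusion-defective S. cerevisiae (e.g. fzo1-1, mgm1-5) were grown with compound in YPEG medium (3% ethanol, 3% glycerol) for 48 hours at 37C. Growth rescue was measured as viability by CellTiterGlo luminescence after 10 minutes at ambient.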
USP2a inh – inhibitors of human ubiquitin-specific protease USP2a. Potency, µM (series often up to 38.3 µM), without a hit: at the top dose activity change, negative = inhibition, actives largely listed as inhibitors. 0.01% of 330,000 active. USP2 core, Ub-CHOP2 coupled fluorogenic reporter, 485/531;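 note: potency is the fitted concentration of half-maximal effect; plate controls were DMSO wells for no effect and full inhibition by NEM control for full effect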
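Cell-free coupled assay: 10nM USP2 core preincubated 30min RT with compound in Tris-HCl pH 8.0/CaCl2/CHAPS buffer, then 25nM Ub-CHOP2 and 25nM reporter substrate; fluorescence (Ex 485/Em 531) read after 60min RT, normalized to NEM inhibition, concentration-response curves fitted.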
ASM inhibitor – human S-ASM enzyme inhibition; placental ASM, HMU-PC fluorogenic substrate, 60 min; P17405; 0.006% of 340,000 active; Potency, µM (top dose mostly 57.5 µM), without a hit: at the highest dose activity change, negative = inhibition, hits mostly inhibitors; AID 504937; note: potency is the fitted concentration of half-maximal effect
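Fluorogenic HMU-PC substrate (9 uM final) is turned over by placental ASM in 60 min at 37 C after a 10 min compound preincubation. Reaction ended by alkaline stop (pH 10), with fluorescence read at 386/447 nm.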
PKM2 activator – activators of human pyruvate kinase M2 | P14618 | purified PKM2, Kinase-Glo ATP luminescence, activation; response scale: 0% is enzyme alone, no compound | Potency, µM (series often up to 57.5 µM), without a hit: top-dose activation, actives largely listed as activators | 0.34% of 260,000 active; note: potency is the fitted concentration of half-maximal effect; % is set by controls: 0 for no effect and ±100 for the full control effect; nearly all actives have a fitted effect of over 55% in size
Target sequence (P14618 whole entry, looked up): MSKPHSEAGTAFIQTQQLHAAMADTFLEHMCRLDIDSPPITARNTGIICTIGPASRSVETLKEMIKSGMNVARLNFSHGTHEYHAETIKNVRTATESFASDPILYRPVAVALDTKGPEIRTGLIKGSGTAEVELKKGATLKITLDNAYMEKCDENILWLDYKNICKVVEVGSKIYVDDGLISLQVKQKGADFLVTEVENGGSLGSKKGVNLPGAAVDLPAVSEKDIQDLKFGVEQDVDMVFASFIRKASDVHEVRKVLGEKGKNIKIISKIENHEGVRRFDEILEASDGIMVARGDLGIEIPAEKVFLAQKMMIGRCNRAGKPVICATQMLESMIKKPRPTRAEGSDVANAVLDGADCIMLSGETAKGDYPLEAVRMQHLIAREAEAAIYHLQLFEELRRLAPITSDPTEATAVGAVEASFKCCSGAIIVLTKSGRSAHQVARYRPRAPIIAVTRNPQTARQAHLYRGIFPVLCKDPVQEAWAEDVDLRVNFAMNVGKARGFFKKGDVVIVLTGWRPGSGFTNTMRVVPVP
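Kinase-Glo luminescence reports ATP generated from ADP (0.1 mM) and PEP (0.5 mM) by purified hPK-M2 after 1 h at room temperature, pH 7.2 imidazole buffer; intermediate enzyme activity allows detecting inhibitors and activators.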
hERG WT inh – inhibitors of human wildtype KCNH2 potassium channel; 0.37% of 340,000 active; activity change, % at 1.84 µM; U2OS, BacMam KCNH2, thallium flux FluxOr; active compounds read low; Q12809;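 active = maximum activity change below -70%; inconclusive = maximum activity change between -70% and -50%; inactive = maximum activity change above -50%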; note: % is set by controls: 0 for no effect and ±100 for the full control effect
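U2OS cells were transduced with wild-type KCNH2 virus (2.03 x 10^8 / mL) for 4 h at room temperature, then cultured overnight at 37 C. Thallium flux was read with FluxOr dye. Rate constants were normalized to DMSO controls.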
The depositor's hits bear a star; ? = inconclusive; / = no result given; [ ] = remark or other dose. Unless noted, calls come from the whole dose curve; as a rule, active = well fitted curve in the direction sought with a large enough effect; inconclusive = small, poorly fitted or top-dose-only effect, or another doubt; inactive = no such curve, though single readings can be large; an effect the other way counts as inactive or inconclusive. Not all compounds are listed. The share of hits here may be higher or lower than overall.

SMILES	MBNL1-CUG inh	GALK inh	TSHR antagonist	Eya2 phos inh	Menin-MLL TR inh	BCR signal inh	Mito fusion yeast	USP2a inh	ASM inhibitor	PKM2 activator	hERG WT inh
CC(C)CCNc1nc2c(c(=O)n(Cc3cccc(F)c3)c(=O)n2C)n1C	-10.7%	2.8%	-1.2	1.6%	18.6%	?	?	-10.2%	-18.7%	-4.7%	1.2
CCOc1ccc(C2=Nn3c(nnc3-c3ccccc3)SC2)cc1Cl	-2.7%	-0.6%	-4.1	8.3%	-22.5%	5.6%	-2.9%	-0.9%	-1.8%	-10.0%	-2.0
Cc1c(NC(=O)Nc2cc(Cl)ccc2Cl)c(=O)n(-c2ccccc2)n1C	4.3%	-5.9%	0.2	10.8%	/	-6.2%	-1.7%	-0.7%	1.3%	-5.9%	2.0
CSCCC(NS(=O)(=O)c1ccc(Br)cc1)C(=O)OCC(=O)NC1CC1 (stereo not drawn)	-8.9%	2.1%	-5.9	-2.4%	-16.0%	3.8%	-7.5%	2.3%	1.8%	1.8%	2.9
CC1CC(C)(C)NC(=S)N1CC(=O)N1CCN(Cc2ccccc2)CC1 (stereo not drawn)	-3.2%	0.8%	-8.9	-23.5%	2.4%	4.6%	6.5%	2.6%	1.9%	/	4.3
COc1ccc(C(=O)/C=C/Nc2ccc(S(N)(=O)=O)cc2)cc1OC	/	-0.9%	-0.1	?	/	-4.3%	2.2%	1.0%	155.8%[activator]	-4.0%	18.0
CCC(C)(C)NC(=O)C(c1ccc(F)cc1)N(Cc1ccc(OC)cc1)C(=O)c1cnccn1 (stereo not drawn)	-0.3%	-1.4%	-10.2	8.8%	-11.1%	3.8%	13.5%	1.9%	-2.7%	-0.8%	-1.3
CCOc1ccc(OCC)c(NS(=O)(=O)c2ccc3c(c2)CCN3C(=O)C2CCC2)c1	-0.7%	1.3%	4.9	17.3%	-8.4%	6.5%	-3.2%	1.8%	-0.8%	2.7%	8.1
N#CC1=C(N)N(c2ccc(F)cc2)C2=C(C1c1ccc(O)cc1)S(=O)(=O)CC2 (stereo not drawn)	?	-5.7%	0.7	-13.3%	?	?	0.5%	1.4%	14.5%	-1.3%	-1.0
COc1cccc(NC(=O)c2cccc(N3C(=O)C4CCC(C)CC4C3=O)c2)c1 (stereo not drawn)	0.1%	-0.6%	-9.9	4.5%	24.8%	?	-2.6%	0.7%	-0.2%	/	-1.6
CN(C(=O)CSc1ncnc2sc(-c3ccccc3)cc12)C1CCS(=O)(=O)C1 (stereo not drawn)	34.8%[activator]	-0.4%	-13.2	3.7%	-1.2%	0.1%	-3.6%	-4.5%	-5.2%	1.7%	2.2
Cc1ccc(C(C)C)c(OCC(O)CN2CCc3ccccc3C2)c1 (stereo not drawn)	3.3%	2.3%	15.4	-9.1%	?	?	-7.1%	0.6%	-2.2%	0.6%	-112.9*
Cc1ccc(C)c(-c2ccc(=O)n(Cc3ccc(F)cc3Cl)n2)c1	0.5%	-4.3%	0.5	-2.4%	?	-0.2%	?	3.8%	-5.7%	/	5.0
N#Cc1c(Nc2ccccc2C(F)(F)F)s[nH]c1=O	-6.0%	0.4%	-1.8	-13.4%	/	?	23.0%	3.7%	2.2%	-11.6%	-0.8
S=C(NCCc1ccc(Cl)cc1)NCc1ccccc1	-3.0%	1.1%	4.0	-12.4%	49.0%[activator]	?	-3.8%	-0.4%	-6.3%	-0.6%	-3.7
O=C(c1ccc(Cl)c(S(=O)(=O)N2CCOCC2)c1)N(c1ccccn1)C1CCCCC1	-0.5%	1.1%	42.0	0.4%	-11.0%	1.6%	-4.2%	0.0%	3.2%	-4.2%	-7.0
C=CCOc1ccc(-c2nc3c(c(=O)[nH]c(=O)n3CCCC)n2C)cc1Br	0.0%	0.2%	-12.1	14.6%	?	-12.7%	-12.4%	3.0%	1.1%	0.8%	1.2
CN(C)S(=O)(=O)c1ccc(C(=O)NCC(=O)N/N=C/c2ccccc2Cl)cc1	12.2%	2.5%	-4.3	1.3%	5.9%	-4.6%	2.1%	2.7%	-0.2%	-6.9%	10.7
O=C1CC(N2CCSCC2)C(=O)N1c1ccccc1 (stereo not drawn)	-3.1%	-2.3%	-3.9	5.5%	-1.3%	3.1%	-11.6%	0.6%	-0.7%	1.7%	23.2
Cc1sc(N)c(C(=O)c2ccccc2)c1C	2.1%	3.6%	-7.5	-5.5%	23.9%	-22.8%	3.2%	0.0%	-0.7%	4.2%	10.4
COc1ccc(-c2csc(NC(=O)CSc3n[nH]c(C)n3)n2)cc1	5.3%	-1.0%	-30.9	-3.5%	30.4%[activator]	-14.1%	0.3%	-1.9%	-1.9%	7.8%	2.1
O=C(Nc1ccccc1)c1ccc2c(c1)OCCO2	-5.2%	4.3%	4.8	20.7%	-2.4%	?	-3.1%	-0.9%	-1.9%	-35.1%	3.6
CC(=O)c1ccc(S(=O)c2ccccc2)cc1 (stereo not drawn)	-0.6%	-3.2%	0.9	-5.8%	-4.2%	-1.2%	-0.1%	1.3%	-1.2%	19.0%	23.5
CCC(C)N(C(=O)COC(=O)c1nc(Cl)ccc1Cl)C1CCS(=O)(=O)C1 (stereo not drawn)	/	/	8.5	7.1%	/	?	-3.7%	1.5%	1.6%	/	47.5
CCN(CC(=O)Nc1ccc(OC)cc1)CC(=O)Nc1ccc(Br)cc1F	/	0.9%	0.9	6.4%	3.4%	-16.5%	10.8%	2.7%	-2.2%	-3.5%	-4.6
CCOc1ccccc1N1CCN(C(=O)c2c(Cl)cnn2C)CC1	3.9%	-5.4%	-10.6	1.5%	/	-0.1%	3.2%	-1.2%	1.1%	19.3%	3.1
O=C1NC2C(NC(=O)N2C2CCCCC2)N1C1CCCCC1 (stereo not drawn)	-1.9%	0.5%	4.4	-8.7%	-12.6%	3.1%	-4.0%	0.0%	0.0%	1.2%	2.4
COC(=O)C1=C(C)NC2=C(C(=O)CC(c3cccs3)C2)C1c1ccsc1 (stereo not drawn)	24.5%	-6.1%	-8.3	21.6%	-9.0%	1.0%	7.4%	-1.5%	220.3%[activator]	-0.3%	0.8
CCOC(=O)N1CCC(N2C(=O)c3ccc(C(=O)Nc4ccc(OC)cc4)cc3C2=O)CC1	6.7%	2.5%	-5.7	-11.6%	/	-0.1%	1.1%	4.9%	-0.2%	/	-3.9
CC(C#N)(Nc1ccc(Cl)cc1)c1cccnc1 (stereo not drawn)	?	-3.5%	0.9	3.3%	9.9%	-0.8%	7.8%	1.3%	6.6%	-7.7%	-16.0
CCc1cccc(C)c1NC(=S)NCc1cccn1C	/	1.5%	30.8	-1.7%	-10.3%	0.7%	-2.7%	-3.3%	-4.6%	-14.0%	0.2
C[C@@H](C(=O)N[C@@H](Cc1c[nH]c2ccccc12)C(=O)O)n1nnc2ccccc2c1=O	15.5%	0.1%	-2.1	0.0%	/	?	-5.5%	4.3%	0.9%	-3.1%	1.2
CC(=O)OC1CCC(OC(C)=O)c2c1n([O-])c(C)c(C)[n+]2=O (stereo not drawn)	-9.5%	-1.7%	20.8	16.0%	-14.8%	-1.8%	-2.1%	-1.2%	0.7%	1.0%	2.3
O=[N+]([O-])c1cccc(NC2=NCCC2)c1	24.4%	-1.0%	3.3	-0.3%	11.0%	0.1%	-3.2%	1.2%	6.8%	2.0%	-3.8
CCOC(=O)N1CCC(NC(=O)C2CCN(C(=O)N3CC(C)Oc4ccc(C)cc43)CC2)CC1 (stereo not drawn)	4.9%	-1.0%	/	/	-8.0%	/	-4.5%	/	2.7%	-7.5%	6.6
C/C(=N\NC(=O)c1cccc(S(=O)(=O)N2CCOCC2)c1)c1ccc(C)cc1	/	/	-34.9	-7.1%	/	-2.2%	-0.6%	-0.1%	-2.5%	/	-5.0
CCOc1ccc(CCNC(=O)c2cc(C)nc3ccccc23)cc1OCC	-3.4%	-3.2%	-15.1	2.2%	/	-4.9%	0.7%	2.4%	3.7%	4.5%	25.8
CCN1C(=S)SC(=O)C1=C1C=C(C)OC(C)=C1	-7.3%	0.1%	-3.6	1.3%	-4.3%[11.7 µM]	4.4%	3.6%	0.4%	0.6%	-15.0%	-10.7

High-throughput results: PubChem BioAssay, National Center for Advancing Translational Sciences (NCATS)
